High-throughput results as filed in PubChem.
Lipid storage S3 – qHTS Assay for Lipid Storage Modulators in Drosophila S3 Cells; Drosophila S3 cells, BODIPY lipid droplet fluorescence, 18-24 h; cells fed with added oleic acid; Potency in µM for hits, for the others lipid storage change, negative = inhibition, % at the top dose, mostly 46.1 µM; 0.64% of 320,000 active; active = well fitted inhibition curve with a large enough effect in the signal ratio, with a control signal flat, not every such curve was filed as active; inconclusive = small, poorly fitted or top-dose-only effect, or effect the other way, or a change in a side signal; the % refers to the signal ratio
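Laser-scanning cytometry quantifies lipid droplet accumulation (500–530 nm total intensity; droplet/cell object ratio) in oleic acid-fed (400 uM added) Drosophila S3 cells treated with a concentration series. 20 uM Triacsin C defined 100% inhibition.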
Lipid storage S3 cell count max – further read-out of Lipid storage S3, marked with its call; cell number change, %; measured here: cell count max response;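 cells counted by Cell Tracker Red CMTPX staining in the red channel; peak over a dose series mostly up to 46.1 µM; percent activity relative to internal control wells on each plate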
Active calls of the source: *; i = inactive; ? = inconclusive; . = no result given; [ ] = remark or other dose. % is set by controls: 0 for no effect and ±100 for the full control effect; potency is the fitted concentration of half-maximal effect. Not all compounds are listed. The share of hits here may be higher or lower than overall.

Lipid storage S3	Lipid storage S3 cell count max	Compound
?	.	COc1ccccc1N1CCN(C2CCCN(C(=O)c3ccoc3C)C2)CC1 (stereo unspecified)
3%	10	CCCCN1CC(=O)N2[C@H](c3ccc(OC)cc3)[C@@H]3C(=O)N(CC)C(=O)[C@@H]3[C@]2(C)C1=O
23%	2	COCC(=O)N1CCCC(C(=O)c2ccc(-c3ccccc3)cc2)C1 (stereo unspecified)
?	.	O=C(N/N=C/c1cn(-c2cccs2)nc1-c1ccccc1)c1ccccc1Cl
14%	4	CCOC(=O)C1(Cc2ccccc2)CCN(Cc2cn[nH]c2-c2ccccc2)CC1
5%	8	O=C1CS/C(=N/N=C2C3CC4CC(C3)CC2C4)N1
?	.	COc1ccc(C)cc1NC(=O)NCCCCc1ccccc1
-3%	7	O=C(Nc1ccc2c(c1)OCO2)C1CC(=O)N(CCc2ccccc2)C1 (stereo unspecified)
10%	-6	COc1cc(C(=S)N2CCN(c3cccc(Cl)c3)CC2)ccc1O
i	.	CC(C)CCNC(=O)C(c1cccs1)N(CC1CCCO1)C(=O)Cn1nnc2ccccc21 (stereo unspecified)
?	.	COc1ccc(C)cc1NC(=O)C1CCN(S(=O)(=O)c2cccs2)CC1
14%	7	CC1(C)CC(=O)C2=C(C1)OC(N)=C(C#N)C2c1cc2c(cc1[N+](=O)[O-])OCO2 (stereo unspecified)
18%	.	O=C(CNC(=O)c1ccccc1F)NCCN1C(=O)S/C(=C\c2ccc3c(c2)OCO3)C1=O
?	.	COc1ccc(C2=CC(c3ccc(OC)c(OC)c3)n3nnnc3N2)c(OC)c1 (stereo unspecified)
?	.	Cc1nn(C)cc1C(C(=O)NC1CCCCC1)N(C(=O)c1cnccn1)c1ccc(Oc2ccccc2)cc1 (stereo unspecified)
i	.	C=CCNC(=O)c1cccc(C(F)(F)F)c1
i	.	Cc1ncoc1C(=O)Nc1cccc(Cl)c1C
i	.	Cc1nn(C)c(Oc2ccccc2)c1[N+](=O)[O-]
i	11	C=CCNc1nc(N)c([N+](=O)[O-])c(NC2CCCCC2)n1
?	.	COc1cc2c(cc1OC)C(c1cccs1)CC(=O)N2 (stereo unspecified)
0%	13	CCCc1cc(=O)[nH]c(SCC(=O)c2c(N)n(C)c(=O)n(C)c2=O)n1
?	.	C/C(N)=C(/C#N)C(=O)COC(=O)C1CCN(C(=O)c2ccc(Cl)cc2)CC1
-9%	2	CCc1nc(C)cn1S(=O)(=O)c1cc(F)ccc1OC
?	.	Clc1ccc(Cn2nnc(-c3ccccc3)n2)cc1
?	.	Nn1c(COc2cccc(Cl)c2)nc2ccccc2c1=O
?	.	COc1cc(NC(=O)c2cc(OC)c(OC)c(OC)c2)ccc1NC(=O)c1cccs1
-3%	.	O=C(NC1CCCCCC1)C1CCN(S(=O)(=O)N2CCC3(CC2)OCCO3)CC1
-15%	0	NS(=O)(=O)c1ccc(NC(=O)COC(=O)c2cc3ccccc3oc2=O)cc1
i	.	CC1(C)CC(=O)C2=C(C1)OC(N)=C(C#N)C2c1ccsc1 (stereo unspecified)
i	.	CC12CC3CC(C)(C1)CC(C(=O)NCc1cccnc1)(C3)C2
?	.	COc1ccc(C)cc1N(C(=O)c1ccc(C#N)cc1)C1=NC(C)(C)CS1
-21%	-5	CCCOC1CCCN(C(=O)c2ccc(OC3CCN(C(=O)COC)CC3)cc2)C1 (stereo unspecified)
?	.	CCOC(=O)c1c(C)[nH]c(C(=O)NCc2ccccc2OC)c1C
?	.	O=C(Nc1ccc(NC(=S)NC(=O)c2ccccc2F)cc1)c1cccs1
-7%	-3	COc1cccc(/C=N/NC(=O)C(=O)NCc2cccnc2)c1O
i	1	CC(=O)c1ccc(N2CCCC2)c(F)c1
?	.	Cc1cc(C)c2c(=O)n(CC(=O)Nc3cccc(F)c3)sc2n1
?	.	COc1cc(OC)cc(C(=O)OC/C(O)=C(\C#N)c2nc3ccccc3[nH]2)c1
i	16	CCCCC(=O)N1CCN(c2nc3ccc(F)cc3s2)CC1
?	.	O=C(Nc1ccc(N2CCOCC2)c(Cl)c1)c1ccc(S(=O)(=O)N2CCOCC2)cc1
?	.	COc1cccc(/C=N/NC(=O)CCNc2n[nH]c(=O)[nH]c2=O)c1OC
?	.	COc1ccc(NC(=O)CCC(=O)N2CCN(S(=O)(=O)c3ccc(C)cc3)CC2)c(OC)c1
?	.	CC(C)CCNc1nc(N2CCCC2)c2c(c1C#N)CCN(C)C2
-7%	24	COc1ccc(S(=O)(=O)Nc2noc3ccccc23)cc1
?	.	CC(C)OCC1CO1 (stereo unspecified)

Random excerpt: 5 entries already listed
Lipid storage S3	Lipid storage S3 cell count max	Compound
?	.	O=C(Nc1ccc(N2CCOCC2)c(Cl)c1)c1ccc(S(=O)(=O)N2CCOCC2)cc1
?	.	COc1cccc(/C=N/NC(=O)CCNc2n[nH]c(=O)[nH]c2=O)c1OC
?	.	CC(C)OCC1CO1 (stereo unspecified)
-7%	24	COc1ccc(S(=O)(=O)Nc2noc3ccccc23)cc1
?	.	CCOC(=O)c1c(C)[nH]c(C(=O)NCc2ccccc2OC)c1C

The listing picks up, starting 2 compounds before the break.
Lipid storage S3	Lipid storage S3 cell count max	Compound
-7%	24	COc1ccc(S(=O)(=O)Nc2noc3ccccc23)cc1
?	.	CC(C)OCC1CO1 (stereo unspecified)
6%[9.22 µM]	-1	COc1ccc(S(=O)(=O)N2CCNCC2)cc1OC
-7%	-27	O=C(NCc1ccccn1)C(=O)Nc1nc(C23CC4CC(CC(C4)C2)C3)cs1
?	.	C=C(C)Cn1c(Sc2nnc(C)s2)nc2c1c(=O)[nH]c(=O)n2C
?	.	O=C(NCc1nnc(SCC(=O)N2CCCCC2)o1)c1c(F)cccc1F
?	.	COc1cc(C(=O)OCC(=O)c2cc(C)n(CC3CCCO3)c2C)cc(OC)c1C (stereo unspecified)
?	.	COC(=O)CSc1cnc2ccccc2n1
i	.	COc1ccc(CNC(=O)CN2C(=O)CCSc3ccc(S(=O)(=O)N4CCCC4)cc32)cc1
13µM*	3.9*	CC(=O)Nc1ccc(NC(=O)CSc2ncnc3sc(C)c(C)c23)cc1
?	.	CCCCn1c(N)c(N(CC)C(=O)c2ccc(Cl)c([N+](=O)[O-])c2)c(=O)[nH]c1=O
-10%	-4	Cc1nn(-c2ccccc2)cc1/C=N/NC(N)=S
?	.	CC(OC(=O)c1ccccc1Oc1ccccc1)C(=O)NC1CC1 (stereo unspecified)
?	.	C=CCc1cc(C=O)cc(OCC)c1O
5%	0	CC(Sc1nncn1C)C(=O)NCc1ccc2c(c1)OCO2 (stereo unspecified)
?	.	Cn1c(N)c(C(=O)COC(=O)Cc2ccc(F)cc2)c(=O)n(C)c1=O
i	-12	C=CCC1(CC=C)CCCN1C(=O)c1cc(COc2cccc(OC)c2)on1

Quoted from the listing:
Result for `COc1ccc(S(=O)(=O)N2CCNCC2)cc1OC` under Lipid storage S3: 6%[9.22 µM]
Result for `Cc1nn(-c2ccccc2)cc1/C=N/NC(N)=S` under Lipid storage S3 cell count max: -4

Continuation:
Lipid storage S3	Lipid storage S3 cell count max	Compound
0%	-6	CN(Cc1ccccc1)C(NC(=O)c1ccccc1)C(Cl)(Cl)Cl (stereo unspecified)
?	.	O=C(Cn1c(COc2ccccc2)nc2ccccc21)Nc1cc(Cl)ccc1Cl
?	.	COc1ccc(OC)c(-n2c(=S)[nH]c3cc(C(=O)N4CCC(C(N)=O)CC4)ccc3c2=O)c1
?	.	O=C1NCCCc2c1no[n+]2[O-]
?	.	COc1ccc(N(CC(=O)N/N=C(\C)c2ccc(C)cc2)S(=O)(=O)c2ccccc2)cc1
?	.	CCCC(=O)Nc1ccc(S(=O)(=O)Nc2cc(OC)ncn2)cc1
?	.	Cc1nnc(NC(=O)c2cccc(S(=O)(=O)N3CC(c4ccccc4)CC3=O)c2)s1 (stereo unspecified)
?	.	Cc1ccc(S(=O)(=O)N2CCc3ccccc3C2)cc1C
i	.	CCc1nc(SCC(=O)N2CCOCC2)c2c(=O)n(C)c(=O)n(C)c2n1
?	.	COc1ccc(NC(=O)CN(C)Cc2cccs2)cc1Cl
6%	-19	O=C(NCCOC(=O)c1ccncc1)c1ccccc1
2%	-3	COc1ccc(CCNC(=O)CS(=O)(=O)c2cn(CC(=O)N3CCOCC3)c3ccccc23)cc1OC
?	.	COC(=O)c1sc(-c2ccc(C(C)(C)C)cc2)cc1NC(=O)/C=C/C(=O)O
?	.	CC1=CCC2C(=O)N(c3ccc(C(=O)N4CCCCCC4)cc3)C(=O)C2C1 (stereo unspecified)
6%	13	O[C@@H](CNC[C@H](O)c1ccccc1)c1ccccc1
i	.	N#CC1=C(N)N(c2ccc(Br)cc2)C2=C(C(=O)CCC2)C1c1cccnc1 (stereo unspecified)
23%	1	COCCOC(=O)C1=C(C)Nc2nc(C)nn2C1c1ccccc1 (stereo unspecified)
16%	.	CS/C(=C\[N+](=O)[O-])Nc1ccc(OC(F)(F)F)cc1
?	.	C=CC1C(N2CCOCC2)C(C)(C)S1(=O)=O (stereo unspecified)
?	.	CC(C(=O)O)C1SC(=O)NC1=O (stereo unspecified)
-17%	0	CC(=O)[C@H]1[C@@H]2C(=O)N(c3cccc(Cl)c3)C(=O)[C@@H]2[C@H]2c3ccccc3C=CN21
?	.	O=C(CNS(=O)(=O)c1ccccc1)N/N=C/c1ccncc1
12%	-1	Cc1cccc(C(=O)NCC(=O)N2CCOCC2)c1
i	.	CSCCC(NC(=O)c1ccco1)C(=O)N(C)CC(=O)Nc1c(Cl)cccc1Cl (stereo unspecified)
?	.	Cc1ccc(-c2cn3c(n2)CCCC3)cc1
?	.	O=C(O)CCN1CC2([N+](=O)[O-])C=CC(=O)C([N+](=O)[O-])(C1)C2CC(=O)c1ccccc1 (stereo unspecified)
?	.	CN1CCN(c2ccc([N+](=O)[O-])cc2NC(=O)c2ccco2)CC1
?	.	Brc1ccc2nc3c(n2c1)CCCC3
-5%[0.0737 µM]	.	O=C(Nc1cccc(S(=O)(=O)NC2=NCCC2)c1)c1cc(F)c(F)c(F)c1F
?	.	Cc1ccc(O)c(Nc2ncnc3ccc([N+](=O)[O-])cc23)c1

Entries above that have a CF3 group (2):
Lipid storage S3	Lipid storage S3 cell count max	Compound
i	.	C=CCNC(=O)c1cccc(C(F)(F)F)c1
16%	.	CS/C(=C\[N+](=O)[O-])Nc1ccc(OC(F)(F)F)cc1

Continued.
Lipid storage S3	Lipid storage S3 cell count max	Compound
?	.	Cc1nc2ccccc2c(=O)n1/N=C/c1ccc(C(C)C)cc1
?	.	Cn1cc2cccc([N+](=O)[O-])c2n1
8%	18	CCCNC(=O)c1noc2c1CCc1cc(OC)ccc1-2
3%	-4	CC1Cc2ccccc2N1c1nc(C2CC2)nc2c1nnn2Cc1ccccc1 (stereo unspecified)
6%	-16	O=C(COC(=O)/C=C/c1cccc(C(F)(F)F)c1)NC(=O)NC1CCCC1
i	-4	CCCCCn1cnnc1SCC(=O)c1ccc2c(c1)OCO2
i	.	CCOC(=O)CNC=C(C(=O)OCC)C(=O)OCC
?	.	COc1cc(/C=C(\C#N)c2nc3ccccc3s2)cc([N+](=O)[O-])c1O
?	.	CC1CCc2nc(N)c(C#N)c(-c3ccncc3)c2C1 (stereo unspecified)
?	.	CSc1nccc(Nc2ccccc2)c1C#N
?	.	O=C(NCc1ccccc1)C(c1ccccc1)N(C(=O)c1csnn1)c1ccccc1 (stereo unspecified)
6%	-12	CC(=O)Nc1ccc(S(=O)(=O)NC(C)C(=O)NCC(c2ccco2)N2CCCCC2)cc1 (stereo unspecified)
11%	-8	O=C(Nc1ccncc1)c1ccccc1Cl
?	.	O=C(Nc1ccc(Cl)c(Cl)c1)Nc1ccc([N+](=O)[O-])cn1
1%	7	CCOC(=O)c1c(N)sc2c1CCCC2=O
0%	5	O=C1C2C3C=CC(C4CC34)C2C(=O)N1c1nccs1 (stereo unspecified)
19%	12	COc1ccccc1-n1c(-c2cc(-c3ccco3)[nH]n2)n[nH]c1=S
i	7	CCC(C)S(=O)(=O)c1snnc1C (stereo unspecified)
5%	11	COc1ccccc1NS(=O)(=O)c1cc(NC(=O)c2ccncc2)ccc1N1CCOCC1
?	.	CCN(CC)S(=O)(=O)c1cc(NC(=O)[C@@H](NC(N)=O)C(C)C)ccc1C
?	.	COc1ccccc1N1CCN(C(=O)CCCCCn2c(=O)[nH]c3ccsc3c2=O)CC1
?	.	CN(C)/C=C(\C#N)C(=O)N/N=C/c1ccc(F)cc1
?	.	O=C(Nc1cccc(Cl)c1N1CCCCC1)c1ccc(N2CCOCC2)c([N+](=O)[O-])c1
?	.	CCN1CCc2c(sc(NC(=O)c3ccc(S(=O)(=O)N4CCCCCC4)cc3)c2C(=O)NC)C1
12%	-9	CC(=O)N/N=C(\C)CC(=O)NC(C)(C)C
?	.	Cc1cc(C)c(C(N)=O)c(SCC(=O)c2ccc(Cl)cc2)n1
?	.	Nc1ccc(C23CC4CC(CC(C4)C2)C3)cc1
8%	-21	Cn1c(N)c(C(=O)CSc2nc(C3CC3)n(-c3ccccc3)n2)c(=O)[nH]c1=O
1%	10	COc1ccc(/C=C2\SC(=S)N(c3cccnc3)C2=O)cc1
?	.	Cc1c[n+](CC(=O)c2ccccc2)cs1
5%	-1	O=C(CCCC(=O)NCCc1ccccc1)NCCc1ccccc1
-4%	6	COc1ccccc1-c1coc2c(CN(C)C)c(O)ccc2c1=O
